Screens: PubChem, several laboratories
GALR2 antag: antagonists of human galanin receptor 2 (GALR2); GALR2-expressing cells, antagonist mode; inhibition, % at 4 µM; 0.39% of 140,000 active; AID 828; in the data active = inhibition above about 27%;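 also: cells stimulated with galanin 1-16 at roughly its EC80; 0% = agonist challenge control and 100% = basal control without agonist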
Target sequence (O43603 whole entry, looked up): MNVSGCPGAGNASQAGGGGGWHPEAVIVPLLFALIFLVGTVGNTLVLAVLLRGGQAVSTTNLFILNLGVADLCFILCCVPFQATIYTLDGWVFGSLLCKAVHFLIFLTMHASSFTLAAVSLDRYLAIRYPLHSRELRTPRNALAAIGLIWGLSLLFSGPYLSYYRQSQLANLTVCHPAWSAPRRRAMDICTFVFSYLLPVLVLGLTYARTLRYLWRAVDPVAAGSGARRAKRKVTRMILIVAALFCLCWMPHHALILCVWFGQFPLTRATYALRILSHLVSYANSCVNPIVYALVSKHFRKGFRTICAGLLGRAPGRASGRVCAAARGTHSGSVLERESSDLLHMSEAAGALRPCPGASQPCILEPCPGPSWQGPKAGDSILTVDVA
Measles CPE: protection of cells from measles virus | AID 841 | Measles virus-infected cells, CPE protection, absorbance | protection (pct of control), % at 4 µM | 1.5% of 140,000 active; in the data active = protection mostly above about 24%, no sharp cut-off; inactive = mostly below about 26%; also: some compounds called inactive have numbers as strong as hits
Phagocyt inh: macrophage phagocytosis inhibition; J774A.1 macrophage IgG-bead phagocytosis, imaging; inhibition, % at 5 µM; 0.07% of 110,000 active; AID 1029;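 active = inhibition above the mean of the plate negative controls plus 5 SD, cut at about 13% in these data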;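 also: phagocytic index as fraction of beads internalized from green versus red external bead signal; plate controls were DMSO negative control for no effect and cytochalasin-D positive control for full effect; some results beyond the cut were filed as inactive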
E-sel TNF inh: TNF alpha driven E-selectin expression inhibition; HUVEC TNFa-induced E-selectin immunofluorescence, high content; inhibition, % at 2 µM; 0.71% of 120,000 active; AID 1246;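 active = inhibition above the batch mean plus 3 SD, and confirmed as a hit on visual image review, cut at about 43% in these data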;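 also: 0% = TNF-stimulated DMSO wells and 100% = unstimulated control wells; not every result past the cut was called active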
NPY Y2 blocker: NPY-Y2 (human) receptor antagonism; P49146; NPY-Y2 expressing cells, antagonist mode; inhibition, % at 2.7 µM; 0.99% of 140,000 active; in the data active = inhibition above about 17%;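 also: 0% = vehicle with agonist challenge and 100% = reference antagonist with challenge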
Target sequence (P49146 whole entry, looked up): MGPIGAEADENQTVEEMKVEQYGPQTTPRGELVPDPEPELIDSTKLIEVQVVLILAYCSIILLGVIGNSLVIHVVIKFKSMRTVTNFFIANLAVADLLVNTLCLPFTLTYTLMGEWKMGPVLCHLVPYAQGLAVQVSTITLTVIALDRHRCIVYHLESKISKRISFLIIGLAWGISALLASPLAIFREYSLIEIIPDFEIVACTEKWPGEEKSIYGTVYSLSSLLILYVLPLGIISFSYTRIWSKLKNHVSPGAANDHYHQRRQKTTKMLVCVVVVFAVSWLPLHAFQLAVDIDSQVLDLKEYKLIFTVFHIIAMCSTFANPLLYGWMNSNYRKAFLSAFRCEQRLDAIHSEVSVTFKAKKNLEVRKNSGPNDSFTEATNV
HCT116 PTEN-null: PTEN-deleted cell growth suppression. HCT116 PTEN-null viability, CellTiter-Glo, 60 h; hits give low values. viability, % at 10 µM. 1.2% of 140,000 active. AID 827;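 active = viability at or below a set limit, 4 SD under the median of all tested compounds, cut at about 3.7% in these data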;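 also: PTEN knockout HCT116 line with beta catenin targeted HCT116 as companion control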
MRP-1 activ: activates MRP-1; H69AR cells + doxorubicin, viability rescue, CellTiter-Glo; viability increase, % at 10 µM; 0.61% of 140,000 active; AID 799;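 active = viability gain under doxorubicin at or above a set limit, the compound median plus 3 SD, cut at about 4.7% in these data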;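 also: MRP-1 overexpressing cells given doxorubicin 25 µM after compound pretreatment; 18-22 h compound pretreatment then 72 h with doxorubicin before readout; 0% = doxorubicin-only wells and 100% = vehicle-treated cells without doxorubicin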
Yeast life ext: yeast lifespan extension; S. cerevisiae growth with nicotinamide, OD615; deaD strain in restrictive glucose medium; inhibition of the nicotinamide effect, % at 10 µM; 0.68% of 130,000 active; AID 775;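 active = inhibition above a set limit, placed 3 SD over the median of all compounds, cut at about 26% in these data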;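 also: 0% = nicotinamide-treated wells and 100% = cells grown without nicotinamide; some compounds called inactive have numbers as strong as hits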
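Material: Modified budding yeast, DeaD strain | Medium: Restrictive glucose medium | Probe or stimulus: 1.5 mM nicotinamide | Dosing: Single dose 10 µM compound, 0.25% DMSO | Times: 48 h at 30 °C | Technique: OD615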
bCat KO growth: beta-catenin-lacking colon tumor cell growth suppression | HCT116 beta-catenin knockout viability, CellTiter-Glo, 60 h; hits give low values | viability, % at 10 µM | 1.5% of 140,000 active;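 active = viability at or under a set limit, the compound median less 4 SD, cut at about 6% in these data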;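 also: 0% = Hyamine 1622 control at 20 µM and 100% = untreated cell control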
Yeast growth inh: yeast BB579 growth reduction in restrictive medium. S. cerevisiae BB579 growth, OD615, 48 h. inhibition, % at 10 µM. 0.51% of 140,000 active. AID 804;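 active = inhibition above a set limit, 3 SD over the mean compound inhibition, cut at about 44% in these data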; also: inactives centre near -24
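System: Saccharomyces cerevisiae DeaD strain BB579, replicative lifespan model yeast. Buffer or medium: restrictive glucose-based CSMM-D medium. Doses: one dose, 10 µM compound with 0.25% DMSO. Timing: 4 h preincubation and 48 h exposure at 30 °C. Detection: turbidity as optical density at 615 nm. Benchmarks: amphotericin B 10 µg/mL, positive.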
Starred values were filed as active, the others as inactive; x = no result given.

SMILES | GALR2 antag | Measles CPE | Phagocyt inh | E-sel TNF inh | NPY Y2 blocker | HCT116 PTEN-null | MRP-1 activ | Yeast life ext | bCat KO growth | Yeast growth inh
Cc1cc(C)c2c(N)c(C(=O)Nc3nccs3)sc2n1 | 14 | 5 | -1 | -27 | -2 | 91 | -3.8 | -9 | 83 | -25
COc1ccccc1-c1nnc2sc(COc3ccc(Cl)cc3Cl)nn12 | 6 | 28 | x | -24 | 12 | 60 | 2.2 | -32 | 81 | 4
c1ccc2oc(SCc3cn4ccccc4n3)nc2c1 | 4 | 8 | 3 | 22 | -2 | 98 | 0.0 | -8 | 110 | 2
CC(C)c1nc(C#N)c(N2CCOCC2)o1 | -6 | 5 | 3 | 26 | -2 | 100 | -2.2 | 1 | 90 | -33
O=C(NCC1CCS(=O)(=O)C1)NCC1CCS(=O)(=O)C1 (centres undefined) | -6 | 6 | -1 | -9 | 2 | 113 | 1.3 | -9 | 100 | -67
CC1(C)CC(=O)C2=C(C1)Nc1ncnn1C2c1ccccn1 (centres undefined) | 11 | 7 | -3 | -7 | -1 | 83 | 0.4 | -11 | 93 | -44
CCSc1cc(N2CCCC2)nc(-c2ccc(F)cc2)n1 | -12 | 11 | x | -29 | -1 | 80 | -0.7 | -25 | 82 | -38
COc1cc(C(=O)Nc2ccc(NC(=O)C3CC3)nc2)cc(OC)c1OC | 3 | 22 | -1 | 5 | 0 | 94 | -4.8 | -20 | 99 | -13
COC(=O)[C@@H]1C[C@]2(OC(=O)c3ccccc3)C=CC(=O)C[C@@H]2N1C(=O)OCc1ccccc1 | 28* | 4 | x | x | 1 | 2.5* | -4.3 | 5 | 3.0* | -50
COc1ccc(/C=N/Nc2ncnc3scc(-c4ccccc4)c23)cc1OC | 1 | 12 | 1 | 2 | 7 | 75 | 0.1 | -13 | 74 | -8
Cc1cc(NC(=O)c2cc(-c3ccco3)on2)n(-c2ccccc2)n1 | -1 | 9 | x | -7 | 0 | 95 | -3.3 | -9 | 100 | -34
CCCCn1c(N)c(-c2nc3ccccc3o2)c2c([N+](=O)[O-])nn(C)c(=O)c21 | 15 | 20 | -5 | x | 2 | 92 | -3.6 | 2 | 83 | -30
Cc1nn(-c2ccccc2)c(C)c1/C=N/NC(=O)CSc1nnc(-c2ccccc2)n1-c1ccc(Cl)cc1 | -2 | 15 | 12 | x | 8 | 64 | -5.0 | -3 | 75 | -43
CCn1c(SCCOc2ccc(Cl)cc2)nnc1-c1cccs1 | -7 | 1 | -1 | -41 | 9 | 84 | 1.4 | -16 | 88 | -23
Cc1ccc(C(C(=O)NCc2ccco2)N(CCc2ccccc2)C(=O)Cn2nnc3ccccc32)o1 (centres undefined) | -6 | 18 | x | x | 32* | 73 | -3.7 | 3 | 82 | 6

Shown as tab-separated lines: 2 of the compounds above
Structure	GALR2 antag	Measles CPE	Phagocyt inh	E-sel TNF inh	NPY Y2 blocker	HCT116 PTEN-null	MRP-1 activ	Yeast life ext	bCat KO growth	Yeast growth inh
Cc1ccc(C(C(=O)NCc2ccco2)N(CCc2ccccc2)C(=O)Cn2nnc3ccccc32)o1 (centres undefined)	-6	18	x	x	32*	73	-3.7	3	82	6
CC1(C)CC(=O)C2=C(C1)Nc1ncnn1C2c1ccccn1 (centres undefined)	11	7	-3	-7	-1	83	0.4	-11	93	-44

Going on with the list.
SMILES | GALR2 antag | Measles CPE | Phagocyt inh | E-sel TNF inh | NPY Y2 blocker | HCT116 PTEN-null | MRP-1 activ | Yeast life ext | bCat KO growth | Yeast growth inh
O=C(c1ccc(Br)cc1)N(C1=NCCCCS1)c1ccccc1 | 11 | 16 | 0 | 9 | 6 | 93 | -0.1 | 7 | 95 | -32
CCCCNC(=O)c1ccccc1NC(=O)c1ccccc1N(C)S(C)(=O)=O | -9 | 18 | 1 | -25 | 1 | 102 | -1.4 | -5 | 98 | -84
COc1ccc(-c2cc(C(=O)NCc3cccnc3)no2)cc1OC | -9 | 6 | x | 14 | -1 | 94 | -0.5 | -4 | 94 | -44
CC(=O)C1=C(c2ccccc2)OC(N)=C(C#N)C1c1ccc(O)cc1 (centres undefined) | -4 | 3 | x | 14 | 0 | 98 | -2.3 | -8 | 95 | -8
CCC(C)NC(=O)COc1ccc(S(=O)(=O)N2CCOCC2)cc1 (centres undefined) | -8 | 5 | -1 | 11 | 1 | 89 | -1.4 | 1 | 90 | -17
Cc1cccc(N2CCN(C(c3cccs3)c3nnnn3C(C)(C)C)CC2)c1C (centres undefined) | 3 | 8 | 3 | x | 7 | 49 | 0.7 | -8 | 58 | -7
O=C(Nc1ccc(Oc2ccccc2)cc1)C1CCN(c2c3c(nc4ncnn24)CCC3)CC1 | 7 | 10 | x | -4 | 0 | 30 | -3.6 | 1 | 22 | -33
Cc1ccc2cc(C=O)c(N(C)C)nc2c1 | 2 | 8 | 1 | x | 1 | 86 | -2.8 | 1 | 95 | 5
Cn1nnc(NC(=O)c2ccc(C(C)(C)C)cc2)n1 | -3 | 6 | -5 | 14 | 3 | 78 | -1.5 | -17 | 77 | -15
CCCCOc1ccc(CSc2n[nH]c(C)n2)cc1 | 14 | 29 | -1 | -21 | 1 | 77 | -0.4 | -15 | 91 | 2
CC(C)(C)NC(=O)C1Cc2ccccc2CN1C(=O)Nc1ccccc1Cl (centres undefined) | 8 | 13 | x | -3 | 0 | 91 | -0.8 | 2 | 111 | -38
CCOc1ccc2cc(C3CC(c4ccco4)=NN3S(=O)(=O)c3ccccc3)c(Cl)nc2c1 (centres undefined) | -15 | 5 | 5 | 2 | 1 | 83 | -0.1 | 4 | 81 | -69
CCCN1Cc2cccc(C(N)=O)c2C1=O | -6 | 4 | -4 | 7 | 0 | 93 | 0.2 | -8 | 99 | -10
O=C(NCc1ccccn1)c1cn(CCc2ccccc2)nn1 | -13 | 12 | 0 | x | 0 | 103 | -0.5 | -2 | 101 | -37
CSc1nc2sc3c(c2c(=O)[nH]1)CCc1ccccc1-3 | 9 | 19 | -7 | x | 8 | 82 | -0.9 | 1 | 89 | -45
S=c1[nH]nc(-c2ccco2)n1/N=C/c1ccc(Cl)cc1Cl | 3 | 19 | x | -2 | 3 | 111 | -0.8 | -13 | 102 | -51
CCCC(=O)C1=C(O)C(C(=O)OC)C(C)(C)CC1=Nc1ccncc1 (centres undefined) | 13 | 21 | -1 | -19 | 2 | 100 | -1.2 | 11 | 95 | -29
O=C(NCc1ccc(C(F)(F)F)cc1)C1CC(c2c(Cl)cccc2Cl)=NO1 (centres undefined) | -18 | 13 | 0 | -5 | 6 | 80 | 2.5 | -22 | 92 | -50
CC(C(=O)Nc1ccccc1C(=O)N1CCOCC1)N(c1ccccc1)S(C)(=O)=O (centres undefined) | 3 | 4 | x | -24 | 0 | 91 | -1.1 | x | 90 | -19
Cc1nc2ccc(NC(=O)c3ccc(Cl)c([N+](=O)[O-])c3)cc2s1 | 1 | 13 | -4 | 10 | 0 | 78 | -3.7 | -8 | 74 | -26
COc1ccc(S(=O)(=O)NNC(=O)c2csc(-n3nc(C)cc3C(F)(F)F)n2)cc1 | -3 | 12 | x | 2 | 8 | 92 | -3.0 | -4 | 95 | -29
Cc1nc(N)[nH]c(=O)c1CCC(=O)OCC(C)C | 4 | 6 | x | 1 | 0 | 96 | -1.3 | -1 | 93 | -1
COCCn1c(=NC(=O)CSCC(=O)Nc2cc(C)on2)sc2cc(C(=O)OC)ccc21 | 2 | 4 | -2 | -12 | 0 | 0.5* | -1.1 | 2 | 80 | -10
CC(=O)c1cccc(NC(=O)c2cc3ccccn3n2)c1 | -6 | 6 | x | x | 4 | 94 | -1.2 | -14 | 95 | -15
COc1ccccc1-n1nnnc1SCC(=O)Nc1ccccn1 | 5 | 12 | 0 | -1 | -2 | 94 | -0.6 | -9 | 88 | -14
CCC(=O)N1c2ccccc2[C@@H](N(C(C)=O)c2ccccc2)C[C@H]1C | -3 | 26 | -2 | -13 | 0 | 71 | -1.4 | 1 | 59 | -56
CC(=O)Nc1ccc2c(CSc3nnc(-c4cccnc4)n3-c3ccc(C)cc3C)cc(=O)oc2c1 | -4 | 27 | 1 | -40 | 1 | 86 | -2.0 | -4 | 79 | -48
COCCNc1c(-c2ccc(O)cc2)nc2ccc(Cl)cn12 | 6 | 12 | x | 9 | 6 | 67 | -2.8 | -5 | 67 | -19
COc1ccc(CCNC(=S)Nc2cccc(C)c2)cc1 | -5 | 6 | -1 | 9 | 3 | 79 | -4.7 | -35 | 91 | -24
CCOC(=O)N1CCC(N2Cc3cccc(C(=O)Nc4ccc(OC)c(OC)c4)c3C2=O)CC1 | 13 | 9 | 0 | x | 0 | 65 | -1.4 | -9 | 91 | 37
C=CCn1c(=O)c(C(=O)NCCNCC)c(O)c2ccccc21 | -14 | 8 | -1 | x | 5 | 92 | -2.0 | 31* | 86 | -6
CCC(C)[C@H](NC(=O)N1CCCC1)C(=O)O (some centres undefined) | 4 | 6 | -1 | 39 | -1 | 107 | -1.7 | -4 | 101 | -1
COC(=O)c1c(NC(=O)CN2CCN(c3ccccc3OC)CC2)c2c(C)cccc2n1C | -5 | 12 | 0 | -7 | 3 | 102 | -0.7 | -3 | 101 | -1
CC1=C(C(=O)OCc2ccc3c(c2)OCO3)C(c2ccccc2)NC(=O)N1 (centres undefined) | 5 | 4 | 0 | x | 9 | 23 | -5.4 | x | 24 | -34
Cn1cc([N+](=O)[O-])c(C(=O)N/N=C/c2ccccc2)n1 | -4 | 6 | 3 | -35 | 1 | 100 | -1.2 | -6 | 97 | 7
O=C(CCn1c(=O)c2sccc2n(Cc2cc(=O)n3ccccc3n2)c1=O)NCc1ccco1 | -3 | 4 | -1 | -2 | 1 | 102 | -2.4 | -16 | 102 | -11
C=CCNC(=S)NCC1COc2ccccc2O1 (centres undefined) | 2 | 8 | 1 | x | 0 | 89 | -0.8 | -3 | 94 | 9
CN1C(=O)CSC1=NC12CC3CC(CC(C3)C1)C2 | 8 | 9 | 0 | -14 | 1 | x | -0.7 | 53* | 101 | 0
NC(=O)C1CCN(c2nc(-c3ccccc3)nc3c2oc2ccccc23)CC1 | 0 | 12 | 1 | 11 | -3 | 14 | -2.6 | -8 | 9 | -68
Cn1c(SC/C=C/c2ccccc2)nnc1-c1cnccn1 | -4 | 18 | -5 | 13 | 3 | 101 | -1.6 | -3 | 105 | -38
Cc1nc(-c2cccc(-c3noc(C)n3)c2)no1 | 0 | 38 | -1 | -10 | 2 | 93 | -1.9 | -26 | 105 | -7
CC(=O)NN1C(=O)/C(=C\c2ccc(Br)o2)SC1=S | 13 | 5 | -1 | 3 | -1 | 86 | 0.5 | -5 | 73 | -8
COc1ccccc1N1C(=O)C2CC=CC(C)C2C1=O (centres undefined) | 4 | 7 | 0 | x | 0 | 96 | -1.0 | -5 | 101 | -12
CSC(=O)CC(=O)NC(=O)c1ccccc1 | -1 | 18 | 2 | -8 | 5 | 105 | 0.6 | -12 | 95 | -12
O=C(Nc1c(C(=O)N2CCOCC2)cnn1-c1ccccc1)c1ccccc1 | 0 | 16 | 1 | -14 | 0 | 90 | 0.0 | -7 | 97 | -19
CCc1nnc(NC(=O)C2CCCN2C(=O)Nc2ccccc2OC)s1 (centres undefined) | -4 | 1 | x | 18 | 1 | 101 | 0.0 | -6 | 114 | -27
